TAAR1 ag – human TAAR1 agonists, primary screen, Fluo-8 calcium fluorescence, CHO RD-HGA16 cells; Trace amine-associated receptor 1 (Homo sapiens), Q96RJ0; vehicle wells 0%, saturating PEA agonist 100%; activation, % at 3 µM; 360,000 tested, 0.99% active; AID 624467, 2012;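 active = activation above the mean activation of all test compounds in the run plus 3 SD, cut at about 38% in these data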
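Signal – calcium-sensitive Fluo-8 signal, excitation 470-495, emission 515-575 nm · System – RD-HGA16 (CHO) cells co-expressing Gα16 and hTAAR1 · Incubation – 17-24 h seeding, 75 min 37 °C dye, 30 min RT · Compound dosing – 3 µM single concentration · Repeats – no replicates (n 1)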
CHO parental Ca – ATP-evoked calcium signal inhibitors, parental CHO, primary screen, counter-screen for OX1R antagonist project, cell-based, fluorescence, Fluo-8 calcium dye. parental CHO-K1, ATP-induced calcium, Fluo-8 fluorescence. inhibition, % at 5.6 µM. 330,000 tested, 0.63% active. AID 463079, 2010;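 active = inhibition above that plate's mean sample inhibition plus 3 SD, cut at about 26% in these data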;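 note: 0% = ATP-challenged DMSO wells and 100% = DMSO wells without ATP; some compounds past the cut are filed as inactive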
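material = parental CHO cells | also added = ATP as calcium-mobilizing challenge | dosing = single point at 5.6 µM | detection = intracellular calcium via Fluo-8 no-wash fluorescent dye | read-out = % inhibition | benchmarks = low control ATP plus DMSO, high control DMSO only | repeats = one well per compound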
CHRM1 agonist – human M1 muscarinic receptor agonists, primary screen, Fluo-8 calcium fluorescence, CHO-K1 cells, HTS | Muscarinic acetylcholine receptor M1 (Homo sapiens), P11229 | CHO-K1 hM1, agonist mode; 0% DMSO, 100% acetylcholine EC100 | activation, % at 3 µM | 360,000 tested, 0.33% active | AID 588814, 2011;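 active = activation above the run's mean compound activation plus 3 SD, cut at about 16% in these data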;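 note: peak over basal fluorescence ratio within a 140 s kinetic read after compound addition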
Target sequence (P11229 whole entry, looked up): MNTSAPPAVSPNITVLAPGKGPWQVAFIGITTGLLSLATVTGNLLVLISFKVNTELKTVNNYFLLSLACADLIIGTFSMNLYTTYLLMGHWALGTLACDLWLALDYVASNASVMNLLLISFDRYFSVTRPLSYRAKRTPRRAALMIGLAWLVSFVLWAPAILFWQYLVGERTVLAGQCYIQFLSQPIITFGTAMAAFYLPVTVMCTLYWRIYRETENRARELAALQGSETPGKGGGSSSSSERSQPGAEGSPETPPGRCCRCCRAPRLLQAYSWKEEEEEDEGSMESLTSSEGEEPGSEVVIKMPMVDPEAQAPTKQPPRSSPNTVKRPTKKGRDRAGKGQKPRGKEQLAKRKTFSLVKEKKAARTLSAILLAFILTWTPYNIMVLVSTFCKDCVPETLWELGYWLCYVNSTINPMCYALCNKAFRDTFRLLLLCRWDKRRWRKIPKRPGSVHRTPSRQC
V1aR counter – agonists of human V1a receptor, primary screen, counter-screen for OXTR agonist project, fluorescence, CHO-V1R cells. Vasopressin V1a receptor (Homo sapiens), P37288. 320,000 tested, 0.25% active. Fluo-8 calcium fluorescence, agonist mode; 0% DMSO, 100% 3 nM vasopressin. activation, % at 3 µM;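 active = activation above the mean activation of all tested compounds plus 3 SD, per screening run, cut at about 20% in these data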;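 note: signal is peak over basal fluorescence ratio across a 100 second FLIPR read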
CHO-K1 Ca PAM – nonselective calcium activators in parental CHO-K1 cells, primary screen, counter-screen for M1 PAM project, cell-based, Fluo-8 calcium fluorescence, full deck, 1536-well; ATP EC20; 0% at ATP EC20, 100% at ATP max; activation, % at 3 µM; 360,000 tested, 0.02% active; AID 602247, 2012;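 active = activation above the run cutoff, the mean activation of all test compounds plus 3 SD, cut at about 40% in these data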;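 note: peak over basal fluorescence ratio in a 140 s read after ATP addition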
CHO-K1 Ca ag – counter-screen for M1 agonists: effect in parental CHO-K1 cells. AID 602248, 2012. Fluo-8 calcium fluorescence; scaled to maximal ATP response, vehicle zero. activation, % at 3 µM. 360,000 tested, 0.48% active; in the data active = activation above about 15%;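 note: untransfected CHO-K1 host cells lacking M1 receptor as counterscreen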
CHO-K1 Ca antag – M1 antagonist counterscreen hit in parental CHO-K1 cells | ATP-induced calcium, Fluo-8 fluorescence | inhibition, % at 3 µM | 360,000 tested, 0.6% active | AID 602250;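 active = inhibition above a per-plate cutoff, the plate's mean sample inhibition plus 3 SD, cut at about 24% in these data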;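 note: 0% = DMSO plus EC80 ATP and 100% = DMSO alone without ATP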
OXTR potentiator – human OXTR potentiators, primary screen, fluorescence, CHO-OTR cells, Fluo-8 calcium | Oxytocin receptor (Homo sapiens), P30559 | Fluo-8 calcium fluorescence, potentiator mode; 0% = oxytocin EC15, 100% = EC100 | activation, % at 3 µM | 320,000 tested, 0.061% active | AID 2445, 2010;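 active = activation above that plate's cutoff, the mean activation of tested compounds plus 3 SD, cut at about 6.6% in these data, passing the limit was not always enough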;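 note: 100% uses oxytocin at 75 nM as the full agonist control; some results filed as inactive read as strong as hits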
Target sequence (P30559 whole entry, looked up): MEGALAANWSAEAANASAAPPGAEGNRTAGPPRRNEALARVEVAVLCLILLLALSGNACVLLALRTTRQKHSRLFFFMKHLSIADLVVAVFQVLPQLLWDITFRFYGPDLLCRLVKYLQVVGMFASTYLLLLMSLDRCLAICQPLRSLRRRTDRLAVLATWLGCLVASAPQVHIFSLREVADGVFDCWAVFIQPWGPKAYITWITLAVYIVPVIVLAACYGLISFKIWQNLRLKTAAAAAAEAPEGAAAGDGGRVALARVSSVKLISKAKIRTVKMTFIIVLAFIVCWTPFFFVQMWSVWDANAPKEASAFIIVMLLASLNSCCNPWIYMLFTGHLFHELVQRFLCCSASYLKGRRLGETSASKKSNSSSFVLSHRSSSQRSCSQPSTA
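test system = CHO-OTR cells, human receptor | compound = single-point 3.0 µM | schedule = 6 min compound pre-incubation at room temperature, 100 s kinetic read | signal = Fluo-8 no-wash calcium dye fluorescence, excitation 470-495 nm, emission 515-575 nm | repeats = single well per compound, singlicate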
TAAR1 antag – human TAAR1 antagonists, primary screen, Fluo-8 calcium fluorescence, CHO RD-HGA16 cells; antagonist; 360,000 tested, 1.5% active; inhibition, % at 3 µM;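 active = inhibition above a per-plate cutoff, the mean inhibition of test compounds on that plate plus 3 SD, cut at about 49% in these data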;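 note: 0% = DMSO plus EC80 beta-PEA response and 100% = DMSO alone without agonist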
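System: CHO RD-HGA16 cells bearing hTAAR1. Reagent: EC80 β-phenethylamine stimulus. Schedule: seeding 17-24 h prior, 75-min 37 °C, 30-min RT dye loading. Signal: Fluo-8 intracellular calcium dye fluorescence, real-time kinetic reads. Read-out: % inhibition from peak post-agonist over basal fluorescence ratio. Benchmarks: vehicle wells and EC80 agonist wells. Replicates: n of 1.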
An asterisk follows results filed as active; . = not tested or not shown.

Order of results: TAAR1 ag | CHO parental Ca | CHRM1 agonist | V1aR counter | CHO-K1 Ca PAM | CHO-K1 Ca ag | CHO-K1 Ca antag | OXTR potentiator | TAAR1 antag
CC(NC(=O)C1CCCN(S(=O)(=O)c2cccs2)C1)c1ccccc1 (configuration not stated)
→ 0 | -21 | -6 | -0.8 | 20 | 0.3 | -5 | -1 | -9
CCOc1ccc2nc(N(CCCN(C)C)C(=O)c3ccc4c(c3)CCCC4)sc2c1
→ 25 | -13 | 1 | 5.9 | -17 | 1.4 | 7 | -4 | 5
COc1ccccc1NC(=O)Nc1ccnn1Cc1cccs1
→ 32 | -12 | 0 | 0.1 | 1 | 0.5 | 5 | -8 | 19
COc1ccc(CCN(C)Cc2ccc(OCc3ccccc3)c(OC)c2)cc1OC
→ 14 | -22 | -6 | 1.4 | 24 | 3.1 | -8 | -8 | 17
O=C1OCCN1C(=O)[C@H]1[C@H](c2ccc([N+](=O)[O-])cc2)C(c2ccccc2)=NN1c1ccc(Br)cc1
→ 0 | -11 | -1 | . | 25 | 0.4 | -24 | . | -15
Cc1ccc(NC(=O)c2ncn(CCCN3CCN(c4ncccn4)CC3)n2)cc1C
→ 3 | . | 9 | . | 21 | 2.2 | -12 | . | -1
COc1ccccc1C(=O)Nc1nnc(S(=O)(=O)N2CCCCCC2)s1
→ 2 | -14 | 0 | 1.2 | 7 | 0.3 | 3 | -4 | 0
O=C(Nc1cccc(S(=O)(=O)Nc2ccccc2Cl)c1)c1ccc(Cl)nc1
→ 7 | 21 | -2 | 8.8 | 1 | 13 | 18 | -17 | 27
CCOC(=O)/C(C)=N/Nc1nc(-c2ccc(NC(C)=O)cc2)cs1
→ 3 | -6 | 0 | 0.3 | -6 | 2.5 | -4 | -1 | 8
CN(C)CCCN(C(=O)/C=C/c1cccs1)c1nc2ccc(F)cc2s1
→ 14 | 4 | 3 | 8.3 | -24 | 1.9 | 9 | -5 | -10
Cc1ccc(C)c(C(=O)CSc2n[nH]c(-c3ccncc3)n2)c1
→ 18 | -14 | 0 | 1.1 | -7 | 1.8 | -2 | -8 | 7
COc1ccc(NC(=O)c2cc(-c3ccccc3)nc3c2cnn3C(C)C)cc1
→ 1 | -23 | -3 | -1.1 | 6 | 0.2 | -7 | 1 | 15
CCC(NS(=O)(=O)c1cnn(CC)c1)c1ccccc1 (configuration not stated)
→ 4 | -12 | -11 | 0.1 | 11 | 0.8 | -3 | -7 | -16
O=C(CC(c1ccccc1)c1ccccc1)NCC(O)c1ccc([N+](=O)[O-])cc1 (configuration not stated)
→ 8 | -1 | 2 | 0.8 | -14 | -0.2 | 0 | -8 | -5
COc1ccc(CN(CC(=O)NCc2ccccc2)C(=O)c2csnn2)cc1
→ 8 | -8 | -2 | 1.5 | 1 | 4.1 | 1 | -4 | 17
COC(=O)c1c(NC(=O)C2(C)Cc3ccccc3C(=O)O2)sc2c1CCCC2 (configuration not stated)
→ 3 | -12 | 3 | 1.4 | -9 | -0.4 | 8 | -2 | -14
CCCCC(Sc1nc(N)c(NC(=O)c2ccco2)c(=O)[nH]1)C(=O)O (configuration not stated)
→ 1 | 10 | -3 | 0.4 | 13 | 1.4 | -4 | -3 | -13
CCOC(=O)C1CCN(C(=O)CNC(=O)c2nn(-c3ccc(OC)c(OC)c3)c(=O)c3ccccc23)CC1
→ 10 | -26 | -4 | -0.2 | -2 | 6.8 | -6 | -4 | 45
O=C(NC(=S)Nc1ccccc1[N+](=O)[O-])c1ccccc1Cl
→ 5 | -11 | -3 | -0.3 | -6 | 0.4 | -1 | -12 | -26
CCOC(=O)c1[nH]c2cc3c(cc2c1NC(=O)CN1CCc2ccccc2C1)OCO3
→ 5 | -8 | -4 | 1.1 | 15 | 1.8 | -5 | -2 | 37
COc1ccc(C2C(C#N)=C(N)N(c3sc4c(c3C#N)CCCC4)C3=C2C(=O)CC(C)(C)C3)cc1 (configuration not stated)
→ . | -16 | -2 | -0.2 | 16 | 2.4 | 0 | -13 | .
Cc1cccc(N2CCN(C(=O)CCC(=O)N3CC(C)Oc4ccc(C)cc43)CC2C)c1 (configuration not stated)
→ 4 | -9 | -4 | 1.6 | 4 | 3.1 | 6 | -5 | 21
C[C@@H]1ON(C)[C@H]2C[C@H]3c4cc(-c5cccc(F)c5)ccc4CCN3C(=O)[C@@H]12
→ 1 | . | -3 | . | 0 | 1.8 | 1 | . | -10
Cc1ccc(C2CC(=O)NC3=C2C(=O)CCC3)cc1Br (configuration not stated)
→ 7 | -19 | -3 | 1.0 | 4 | 0.2 | -13 | -6 | -2
Cc1ccc(C2C3=C(CCCC3=O)OC3=C2C(=O)CCC3)cc1
→ 1 | -15 | -1 | -0.1 | 27 | 0.8 | -22 | -1 | -2
COc1ccc(C(=O)n2nc(C)c(Br)c2C)cc1OC
→ -1 | . | -3 | . | 8 | -0.3 | -4 | . | 1
CCOC(=O)C1=C(c2ccccc2)c2ccc(OC)cc2N(S(=O)(=O)C(F)(F)F)C1C(=O)OCC (configuration not stated)
→ 1 | -24 | -4 | . | 13 | 3.3 | -3 | . | 40
Cc1cccc(N2CCN(C(=O)C3CC(=O)N(C4CCCC4)C3)CC2)c1C (configuration not stated)
→ 1 | -14 | 1 | 6.0 | -6 | 6.1 | 1 | -5 | -13
COc1ccc(C2NC(=O)CCC2[N+](=O)[O-])cc1 (configuration not stated)
→ 2 | -3 | -2 | -0.8 | 9 | 0.3 | -5 | -5 | 2
CCN(CC)CCN1CCN(c2cncc(-c3ccc4ccccc4c3)n2)CC1
→ 4 | . | -7 | . | 1 | 0.1 | -6 | . | -5
CCCc1nc2cc(CC(=O)OC)ccc2o1
→ -1 | 0 | -6 | 0.2 | 2 | -0.1 | 0 | -8 | -1
Cn1c(=O)c2c(nc3n2CC(O)CN3c2ccc(O)cc2)n(C)c1=O (configuration not stated)
→ 3 | -1 | -3 | 1.0 | -9 | -0.1 | 5 | -4 | 5
CCOC(=O)c1ccccc1NC(=O)c1ccc2c(=O)n3c(nc2c1)CCCCC3
→ 0 | 0 | -5 | 0.3 | 14 | 0.7 | 3 | -2 | 14
CCOC(=O)C1(Cc2cccc(F)c2)CCN(C(=O)C2CCC2)CC1
→ 6 | -4 | -1 | -1.1 | -14 | 0.5 | 6 | -6 | 105*
CS(=O)(=O)c1ccc(C(=O)Nc2ccc(-c3nc4ccccc4[nH]3)cc2)cc1
→ 5 | 15 | -1 | 2.2 | 8 | 0.9 | -13 | -3 | 33
Cn1ncc(Cl)c1C(=O)NCC1CCCO1 (configuration not stated)
→ 6 | 2 | -1 | -0.8 | 5 | 0.1 | 2 | 0 | -15
CC1=NC(C)(C)Cc2cc(C)c(C)cc21
→ -1 | 1 | -15 | -0.6 | 9 | 0.4 | -10 | -4 | 15
CCCCOc1c(Cl)cc(C(=O)N2CCN(CC(=O)N3CCCC3)CC2)cc1OCC
→ -1 | . | 2 | . | 9 | -0.6 | -2 | . | -14
CCCCCn1c(=O)[nH]c2cc(C(=O)NCCCN3CCC(C)CC3)ccc2c1=O
→ 3 | -14 | -6 | 1.0 | 15 | 0.3 | -13 | -17 | 0
CCOC(=O)c1c(-c2cccs2)csc1NC(C)=O
→ 3 | -8 | -4 | -1.4 | 17 | 1.2 | 0 | -13 | 0

Reformatted: results already given
| mol | TAAR1 ag | CHO parental Ca | CHRM1 agonist | V1aR counter | CHO-K1 Ca PAM | CHO-K1 Ca ag | CHO-K1 Ca antag | OXTR potentiator | TAAR1 antag |
| --- | --- | --- | --- | --- | --- | --- | --- | --- | --- |
| CCCCCn1c(=O)[nH]c2cc(C(=O)NCCCN3CCC(C)CC3)ccc2c1=O | 3 | -14 | -6 | 1.0 | 15 | 0.3 | -13 | -17 | 0 |
| CCOC(=O)c1c(-c2cccs2)csc1NC(C)=O | 3 | -8 | -4 | -1.4 | 17 | 1.2 | 0 | -13 | 0 |

(list continues)
Order of results: TAAR1 ag | CHO parental Ca | CHRM1 agonist | V1aR counter | CHO-K1 Ca PAM | CHO-K1 Ca ag | CHO-K1 Ca antag | OXTR potentiator | TAAR1 antag
O=C(Nc1ccncc1)c1cc(C2CCCCN2C(=O)CCCc2ccccc2)on1 (configuration not stated)
→ 16 | . | 3 | . | 13 | 13 | -11 | . | 17
Cc1ccc(Nc2n[nH]c(C)c2[N+](=O)[O-])cc1C
→ 0 | -16 | -7 | 1.0 | 3 | 0.8 | 8 | -7 | 5
CCN(CC)CCN1C(=O)C(=O)/C(=C(/O)c2c(C)[nH]c(C(=O)OC)c2C)C1c1ccc(OC)cc1 (configuration not stated)
→ 10 | 6 | -3 | 0.3 | 5 | 0.0 | -3 | -3 | 2
Cn1c(-c2ccc(F)cc2)cc2onc(-c3c(F)cccc3Cl)c2c1=O
→ 0 | -10 | . | 1.3 | . | . | . | -7 | -12
COC(=O)C[C@H]1c2cc(F)ccc2S(=O)(=O)N1c1ccc(N(C)C)cc1
→ 14 | -6 | -12 | 0.1 | 7 | 0.1 | -11 | -7 | -2
O=C(C1CC(=O)N(c2ccc(F)cc2)C1)N1CCCCCC1 (configuration not stated)
→ 2 | 0 | -5 | 0.8 | 4 | 0.3 | 6 | -2 | -5
O=C(CSc1ccc(F)cc1)Nc1ccc(N2CCOCC2)c(Cl)c1
→ 5 | -2 | 0 | 3.9 | 2 | 1.4 | 4 | -11 | 2
Cc1ccccc1C(=O)N1CCC1(C)C(=O)NC(C)C (configuration not stated)
→ 0 | . | 0 | . | 7 | 0.2 | 6 | . | -6
CCN(CC)CC(O)c1cccn1-c1ccc(CNC(=O)NC(C)C)cc1 (configuration not stated)
→ 3 | -6 | -11 | 0.9 | 6 | 0.1 | 5 | -8 | 8
Cc1ccc(-c2nc(=S)c3c(n2Cc2cccnc2)CC(C)(C)OC3)cc1
→ -1 | -26 | -3 | -1.7 | -3 | 1.6 | -3 | -2 | -19
COC(=O)COc1ccc2oc(=O)cc(-c3cc4ccccc4o3)c2c1
→ -2 | -18 | -2 | -0.3 | 1 | 0.2 | 8 | -2 | 9

Source: PubChem BioAssay
